Assay outcomes as filed in PubChem.
K1F lysis inhibition: inhibition of K1F phage lysis, E. coli UTI89, bacterial capsule biogenesis inhibitors, alamar blue (AID 488966) | E. coli UTI89 K1F phage lysis, alamar blue, 2 h; higher % means a stronger effect | inhibition, % at 100 µM; hits with a dose series show IC50 in µM | 0.02% of 340,000 active;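 active means phage lysis inhibition, versus mean bacterial control, above a set limit; inconclusive means no clear call, values can overlap the other calls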;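 further: capsule biogenesis inhibitors block K1F phage lysis so surviving cells raise fluorescence; higher fluorescence means more inhibition of phage lysis; actives were called in the ten point dose series up to 300 µM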
LYP phosphatase: inhibitors of LYP phosphatase, biochemical, fluorescence intensity, uHTS (AID 1779) | Tyrosine-protein phosphatase non-receptor type 22 (Homo sapiens) | recombinant LYP phosphatase, fluorescence intensity; higher % means a stronger effect | inhibition, % at 11.5 µM, or IC50 in µM where a hit was titrated | 0.054% of 290,000 active; in the data active means inhibition above about 50%;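 further: plate controls were vehicle with enzyme for no effect and no enzyme for full effect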
AID2073: inhibitors of Mint1-CaV2.2 protein interaction, biochemical, HTRF (AID 2073). HTRF protein-protein interaction, Mint1-CaV2.2; higher % means a stronger effect. Voltage-dependent N-type calcium channel subunit alpha-1B (Homo sapiens). 0.19% of 290,000 active. one-dose inhibition, % at 20 µM; IC50 in µM for titrated hits; in the data active means inhibition mostly above about 51%, no sharp cut-off; inconclusive means no clear call, values can overlap the other calls; inactive means mostly below about 53%; further: some results filed as inactive read as strong as hits
WT yeast gro inh: growth inhibition of WT strain, primary screen, mitochondrial fusion inhibitor project, WT and mutant strains, chemical genetic; mitochondrial fusion phenotypic screen; inhibition, % at 10 µM; 2.1% of 190,000 active; AID 1362, 2008; in the data active means inhibition above about 58%; tested in S. cerevisiae
Dengue-2 NS5 capping: Dengue-2 NS5 methyltransferase inhibitors, primary screen, biochemical, confirmation dose response (AID 588689); one-dose inhibition, % at 25 µM; IC50 in µM for titrated hits; 0.3% of 340,000 active; Dengue-2 NS5 methyltransferase capping enzyme assay, biochemical; higher % means a stronger effect; Genome polyprotein (Dengue virus type 2 (strain 16681-PDK53)); in the data active means a potency from the dose series; inconclusive means inhibition above about 29% without an active follow-up result
RSV antiviral HEp-2: RSV antiviral activity via CPE protection, HEp-2 cells, primary 10 µM value included (AID 2391); HEp-2 cells, RSV-induced CPE inhibition; higher % means a stronger effect; CPE inhibition, % at 10 µM; hits with a dose series show IC50 in µM; 0.13% of 310,000 active; in the data active means a potency from the dose series; inconclusive means CPE inhibition mostly from about 23% at the one dose, without a potency; inactive means the rest, 99 in 100 with CPE inhibition below about 21%; further: strong numbers were not always called active
GPR35 antagonists: GPR35 antagonists blocking zaprinast-driven arrestin recruitment, primary screen, imaging, U2OS, beta-arrestin-GFP, zaprinast agonist (AID 2058); G-protein coupled receptor 35 (Homo sapiens); U2OS GPR35 beta-arrestin-GFP translocation imaging, zaprinast antagonism; higher % means a stronger effect; inhibition, % at 10 µM; hits with a dose series show IC50 in µM; 0.052% of 290,000 active;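 active means inhibition of at least 50% with at least 30 cells and total cytoplasm GFP at most 10,000,000; inconclusive means under 30 cells or total GFP of 10,000,000 plus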
NTR1 agonist: agonists of NTR1, primary screen, imaging, U2OS cells, beta-arrestin-GFP, high content (AID 493036); NTR1-U2OS beta-arrestin-GFP spot imaging, agonist mode; activation, % at 20 µM; 0.17% of 330,000 active;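 active means activation at or above 40% of the spot to cytoplasm intensity ratio, with at least 20 cells analyzed; inconclusive means wells under 20 cells, flagged as cytotoxic or low count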;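 further: 0% = DMSO without peptide and 100% = 100 nM NTR1 peptide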
Target sequence (P30989 whole entry, looked up): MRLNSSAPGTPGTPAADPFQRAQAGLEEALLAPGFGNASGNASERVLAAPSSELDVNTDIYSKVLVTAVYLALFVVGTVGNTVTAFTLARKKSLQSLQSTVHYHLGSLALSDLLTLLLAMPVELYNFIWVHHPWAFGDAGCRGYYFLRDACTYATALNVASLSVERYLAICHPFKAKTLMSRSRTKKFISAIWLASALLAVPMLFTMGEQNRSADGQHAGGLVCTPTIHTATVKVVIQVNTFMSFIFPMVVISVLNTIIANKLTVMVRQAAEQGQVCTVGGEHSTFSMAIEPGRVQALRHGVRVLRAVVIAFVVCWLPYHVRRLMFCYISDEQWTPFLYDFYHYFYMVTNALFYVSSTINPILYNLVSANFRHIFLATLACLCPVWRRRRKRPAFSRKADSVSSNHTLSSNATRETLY
Autophagy HCS: autophagy modulators in MEF cells, primary screen, imaging, high-content, MEF GFP-LC3 | calls only at 10 µM (by protocol) | 0.98% of 190,000 active | AID 463193, 2010 | MEF GFP-LC3 puncta imaging; test concentration mostly 10 µM;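 active means percentage of spot-positive cells more than 3 SD above its plate mean, without a fluorescence outlier flag or 80% toxicity; inconclusive means no clear call, values can overlap the other calls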;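 further: spot-positive cell cutoff set from DMSO-treated cells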
WT yeast gro inh mutant strain: also measured in WT yeast gro inh; calls as there; inhibition, %; mitochondrial fusion phenotypic screen, mutant strain inhibition
Autophagy HCS cell loss 18 h: recorded beside Autophagy HCS, whose call it bears; toxicity, %; measured here: cell loss, nuclei count;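 cell loss after 18 h compound exposure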
NTR1 agonist cell count 20 µM: recorded beside NTR1 agonist, whose call it bears; cell count; measured here: cell count, cytotoxicity flag
The depositor's hits bear a star; i = inactive; u = inconclusive; x = not tested or not shown; [ ] = dose if it differs, or a comment.

SMILES	K1F lysis inhibition	LYP phosphatase	AID2073	WT yeast gro inh	WT yeast gro inh mutant strain	Dengue-2 NS5 capping	RSV antiviral HEp-2	GPR35 antagonists	NTR1 agonist	NTR1 agonist cell count 20 µM	Autophagy HCS	Autophagy HCS cell loss 18 h
CC(C)CNC(=O)NC1C(NC(=O)NCC(C)C)N(C)C(=O)N1C (stereo not given)	0.5%	-2%	2%	12	1	7%	1.0%	-4%	0.8	60	i	-22
CCn1c(=O)cc(SCC(=O)N(C)Cc2ccccc2)c2ccccc21	-0.6%	-2%	2%	-15	-21	-5%	2.6%	10%	0.9	88	i	13
CCCCCCCCNC(=O)CC(NS(=O)(=O)c1ccc(NC(C)=O)cc1)C(C)C (stereo not given)	-0.1%	-1%	5%	-1	-23	3%	0.5%	12%	2.2	52	i	8
[S-]C(=Nc1ccc(Cl)cc1)N[n+]1ccccc1	2.6%[50 µM]	12%	-25%	-3	8	8%	0.6%	-5%	1.4	71	i	3
O=C(COC(=O)CC1Sc2ccccc2NC1=O)NCc1ccccc1 (stereo not given)	0.5%[50 µM]	x	x	x	x	-7%	-2.0%	x	0.1	70	x	x
COc1ccc(CCNC(=O)COc2ccc(S(=O)(=O)NC3CCCCC3)cc2Cl)cc1OC	-1.7%	5%	3%	0	3	5%	22%	0%	2.0	47	i	-6
CNC(=O)c1ccc(NC(=O)Cc2ccc(S(=O)(=O)N3CCOCC3)s2)cc1	1.6%[50 µM]	x	x	x	x	9%	-0.6%	x	0.3	60	x	x
CC1(C)Cc2nc3nc(SCC(=O)NCc4ccccc4)n(-c4ccccc4)c(=O)c3cc2CO1	x	-8%	22%	27	23	x	x	-6%	x	x	i	6
COc1ccc(CCn2nnnc2C(c2ccccc2)N2CCN(C)CC2)cc1OC (stereo not given)	-1.8%	-6%	3%	-6	3	-1%	0.3%	22%	0.7	85	i	-9
Brc1ccc(-c2cn3nc4c(nc3n2)CCCC4)cc1	3.8%[50 µM]	-8%	-25%	3	7	u	2.0%	-4%	-0.6	47	i	-6
O=[N+]([O-])c1cccc(/C([O-])=C(/C(=S)Nc2ccccc2F)[n+]2ccccc2)c1	0.3%	-4%	4%	9	2	-6%	3.9%	1%	0.0	67	i	-1
O=C(O)C1CC(=O)N(CCc2c[nH]c3ccccc23)C1 (stereo not given)	-0.1%	-9%	3%	13	-7	0%	0.9%	5%	-0.5	96	i	4

A few values from above:
RSV antiviral HEp-2 with CCCCCCCCNC(=O)CC(NS(=O)(=O)c1ccc(NC(C)=O)cc1)C(C)C (stereo not given) reads 0.5%
WT yeast gro inh mutant strain with O=[N+]([O-])c1cccc(/C([O-])=C(/C(=S)Nc2ccccc2F)[n+]2ccccc2)c1 reads 2

The listing continues:
SMILES	K1F lysis inhibition	LYP phosphatase	AID2073	WT yeast gro inh	WT yeast gro inh mutant strain	Dengue-2 NS5 capping	RSV antiviral HEp-2	GPR35 antagonists	NTR1 agonist	NTR1 agonist cell count 20 µM	Autophagy HCS	Autophagy HCS cell loss 18 h
COc1cc(/C=N/Nc2cc(C)nc(NS(=O)(=O)c3ccccc3)n2)ccc1O	0.3%	-2%	10%	x	x	-5%	0.0%	13%	3.3	61	x	x
COc1ccc(/C=N/Nc2ccc(C(F)(F)F)cc2[N+](=O)[O-])cc1	2.1%[50 µM]	-7%	-1%	0	4	-11%	1.5%	-6%	4.9	66	i	10
COc1ccccc1C(O)P(=O)(OCC(C)C)c1ccc(N(C)C)cc1 (stereo not given)	-0.1%	-4%	-3%	x	x	-1%	0.5%	6%	0.2	78	x	x
COc1ccc(OC)c(S(=O)(=O)Nc2cccc(O)c2)c1	0.1%	x	x	x	x	8%	1.1%	x	0.9	58	x	x
S=C(NCc1ccco1)N1CCN(Cc2ccco2)CC1	0.3%	-1%	-18%	-20	-9	1%	-0.4%	-3%	-0.4	81	i	9
CN(CC(=O)Nc1ccc(N2CCOCC2)cc1)C(=O)C1CCCC1	1.6%	-11%	-8%	10	-21	3%	0.6%	2%	0.5	49	i	0
NC(=O)CS(=O)(=O)c1ccc(Cl)cc1	-0.2%	0%	2%	5	-6	x	0.8%	8%	0.1	58	i	26
CN1C(=O)c2oc3ccccc3c(=O)c2C1c1ccncc1 (stereo not given)	-0.1%	-4%	-17%	x	x	-7%	3.2%	12%	-1.0	52	x	x
O=C(CCNC(=O)c1ccccc1Cl)NCC12CC3CC(CC(C3)C1)C2	1.1%	-4%	0%	-7	0	0%	0.1%	3%	-0.7	62	i	1
Cc1cc(/C=N/NC(=O)c2ccccc2F)c(C)n1-c1ccccc1	-0.3%	-2%	10%	-7	-4	-8%	3.7%	-9%	-1.5	56	i	-1
CC(C(=O)N1CCCc2c1c(=O)oc1ccc(O)cc21)N1CCc2ccccc2C1 (stereo not given)	0.1%	-7%	2%	14	8	x	u	4%	-1.0	48	i	-8
COc1ccc(N2CCN(c3cc(C)c4cccc(C)c4n3)CC2)cc1	0.8%	5%	9%	22	-18	-1%	10%	3%	7.3	46	i	-8
COC(=O)CN1C(=S)N(c2ccc(OC)cc2)C(=O)/C1=C/c1ccc(N2CCOCC2)cc1	0.1%	5%	22%	13	7	-111%	2.1%	-3%	x	x	i	14
CC1O[C@@H](O[C@H](C)CC/C=C/C(=O)O)C(O)C[C@H]1O (stereo not given in full)	2.0%	x	x	x	x	-4%	0.2%	x	6.9	101	x	x
COc1ccccc1CNC(=O)[C@H](C)NC(=O)C1CCN(C(=O)[C@@H](N)Cc2ccccc2)CC1	3.6%	-10%	-2%	x	x	-1%	0.3%	-5%	0.5	96	x	x
COc1ccccc1NC(=S)N1CCC(c2nc3cc(C)c(C)cc3[nH]2)CC1	0.1%	-6%	-17%	-13	-22	-7%	0.3%	7%	-1.5	67	i	-1
O=C(CSc1nnnn1-c1ccccc1)c1ccco1	0.0%	1%	-1%	-16	-11	6%	0.4%	-1%	-0.7	82	i	-3
Cc1cc(Oc2ccc([N+](=O)[O-])cc2)nc(N2CCOCC2)n1	2.7%	0%	11%	x	x	0%	0.8%	6%	2.0	50	x	x
CC1CN=C(N(C(=S)Nc2ccccc2)c2cccc(C(F)(F)F)c2)S1 (stereo not given)	x	-4%	-10%	x	x	x	x	-5%	3.5	45	x	x
O=C(O)CCC(=O)OC1CC2CCC1C2 (stereo not given)	0.2%	-1%	3%	-21	-10	-1%	0.4%	11%	3.5	61	i	14
CCCNC(=O)NCCc1ccncc1	0.2%	-6%	-12%	10	6	5%	0.8%	-7%	-0.7	80	i	-7
Cc1cccc(N(C(=O)Cn2nnc3ccccc32)C(C(=O)NCc2ccco2)c2ccncc2)c1C (stereo not given)	0.3%	-2%	0%	-7	-7	x	3.5%	-12%	4.9	50	i	6
Cc1cc(/C=N/Nc2ccc([N+](=O)[O-])cn2)c(C)n1-c1ccccc1	0.3%	-6%	15%	21	22	-1%	0.9%	3%	-1.3	39	i	-10
COc1ccc(CCNC(=O)CSc2nnc3ccccn23)cc1	1.8%	-2%	u	20	8	5%	-2.0%	-17%	-1.6	96	i	3
COc1ccc(C(=O)N2CCCC(CCC(=O)NCc3ccc(F)c(F)c3)C2)cc1F (stereo not given)	-1.1%	-2%	1%	12	-22	-4%	-0.4%	-8%	0.4	36	i	17
O=C(CSc1nc(-c2ccccc2)cc(=O)[nH]1)Nc1ccc(Br)cc1	0.3%	-9%	18%	x	x	5%	1.3%	-2%	1.6	99	x	x
Cc1ccccc1C(=O)NC(=S)Nc1ccc(S(=O)(=O)N(C)c2ccccc2)cc1	0.5%	8%	-14%	21	28	-5%	10%	-13%	1.8	66	i	-9
COc1cccc(NC(=O)Cc2nnc(SCC(=O)NC3CCCCC3)n2C)c1	0.0%	-6%	8%	x	x	-13%	-0.1%	-2%	1.4	58	x	x
Cc1ccccc1CCN1CCCC(CN(C)C(=O)c2ccc3ncccc3c2)C1 (stereo not given)	-0.1%	2%	4%	x	x	-8%	0.5%	2%	1.0	72	x	x
O=C(Cn1cnc2c(cnn2-c2ccccc2Cl)c1=O)N1CCc2ccccc21	5.3%	-3%	6%	4	5	-10%	1.4%	7%	-0.7	67	i	-12
CCCCOC(=O)NC1CCS(=O)(=O)C1 (stereo not given)	0.4%	-4%	1%	18	23	-10%	1.4%	6%	-0.5	84	i	-36
Cc1nc2c(-c3ccccc3)c(C)nn2c(N)c1-c1ccccc1	0.0%	-2%	3%	74*	65*	-5%	14%	10%	12	43	i	5
CCCOc1ccc(Cn2c(=O)oc3ccc(C)cc32)cc1OC	2.3%	-1%	-7%	9	2	7%	6.3%	-18%	1.7	77	i	2
COCCN1CN(S(=O)(=O)c2ccc(Cl)cc2)c2nc3ccccc3nc21	-0.1%	-1%	3%	-3	-13	4%	-2.5%	7%	0.1	37	i	-13

Compounds shown so far containing a COOH group:
SMILES	K1F lysis inhibition	LYP phosphatase	AID2073	WT yeast gro inh	WT yeast gro inh mutant strain	Dengue-2 NS5 capping	RSV antiviral HEp-2	GPR35 antagonists	NTR1 agonist	NTR1 agonist cell count 20 µM	Autophagy HCS	Autophagy HCS cell loss 18 h
O=C(O)C1CC(=O)N(CCc2c[nH]c3ccccc23)C1 (stereo not given)	-0.1%	-9%	3%	13	-7	0%	0.9%	5%	-0.5	96	i	4
CC1O[C@@H](O[C@H](C)CC/C=C/C(=O)O)C(O)C[C@H]1O (stereo not given in full)	2.0%	x	x	x	x	-4%	0.2%	x	6.9	101	x	x
O=C(O)CCC(=O)OC1CC2CCC1C2 (stereo not given)	0.2%	-1%	3%	-21	-10	-1%	0.4%	11%	3.5	61	i	14
